Source: PubChem
D2 agonist – activates the human D2 dopamine receptor. HEK293 T-REx D2 cells, calcium flux agonist mode. activation, % at 2 µM. actives 0.53% (n = 340,000). P14416;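 active = activation over 3 SD above normal in the single-dose calcium agonist read, cut at about 30% in these data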; note: 0% is about no effect
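Tetracycline-induced HEK293 T-REx cells with force-coupled D2 receptor, plated overnight at 30 C, loaded with no-wash calcium dye. After a 10 s baseline, compound was pin-added and calcium flux read kinetically for 180 s; calcium rises flagged agonists.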
RXFP1 antagonist – RXFP1 (human) relaxin receptor antagonism; Q9HBX9; HEK293-RXFP1, relaxin-stimulated cAMP HTRF, 30 min; hits give low values; activity change, negative = inhibition, % at 57.5 µM; actives 0.59% (n = 350,000); AID 1259400;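 active = activity change of -60% or lower, but not beyond a set lower limit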; note: % is set by controls: 0 for no effect and ±100 for the full control effect
D1 antag – human D1 dopamine receptor antagonism. activity change, negative = inhibition, % at 10 µM. HEK293 TREx D1 cells, calcium flux, dopamine EC80; hits give low values. P21728. actives 3.2% (n = 360,000); in the data active = activity change below about -30%; note: % is set by controls: 0 for no effect and ±100 for the full control effect
Target sequence (P21728 whole entry, looked up): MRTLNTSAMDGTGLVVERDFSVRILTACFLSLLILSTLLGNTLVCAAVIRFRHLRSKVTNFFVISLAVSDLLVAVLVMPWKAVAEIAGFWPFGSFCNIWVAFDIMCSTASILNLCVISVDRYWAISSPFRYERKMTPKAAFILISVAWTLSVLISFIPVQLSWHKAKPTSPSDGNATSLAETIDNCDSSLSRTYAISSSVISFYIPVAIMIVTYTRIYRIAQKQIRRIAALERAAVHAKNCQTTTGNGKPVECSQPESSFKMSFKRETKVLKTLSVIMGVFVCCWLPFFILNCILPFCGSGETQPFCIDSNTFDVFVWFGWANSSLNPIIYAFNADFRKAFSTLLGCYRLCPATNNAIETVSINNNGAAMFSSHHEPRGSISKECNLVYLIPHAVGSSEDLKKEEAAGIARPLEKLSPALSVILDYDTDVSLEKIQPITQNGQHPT
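Inducible Hek293 Trex D1 cells (tetracycline, overnight, 30 C). Calcium dye 30–90 min RT. Antagonist mode: EC80 dopamine added after 180 s compound read.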
D2 potentiator – positively modulates the human D2 dopamine receptor allosterically; HEK293 T-REx D2, calcium flux, EC20 dopamine potentiation; potentiation, % at 10 µM; actives 0.34% (n = 340,000); AID 485347; P14416;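 active = potentiation over 3 SD above the plate norm, cut at about 30% in these data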; note: 0% is about no effect
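Tetracycline-induced Hek293 Trex D2 cells, force-coupled to calcium, loaded with no-wash calcium dye. Compound added with 180 s kinetic read for agonism, then EC20 dopamine and a further 180 s read for potentiation.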
D2 antagonist – antagonists of human D2 dopamine receptor | P14416 | HEK293 TREx D2 cells, calcium flux, dopamine EC80 | inhibition, % at 10 µM | actives 2% (n = 340,000); in the data active = inhibition above about 30%; note: 0% is about no effect
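Tetracycline-induced HEK293 T-REx cells expressing D2 force-coupled to calcium signalling were dye-loaded, exposed to compound for 180 s, then challenged with an EC80 of dopamine; calcium flux was followed kinetically for a further 180 s.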
D1 agonist – human D1 receptor agonism. activation, % at 2 µM. P21728. actives 1% (n = 360,000). HEK293 T-REx D1 cells, calcium flux, agonist mode; note: 0% is about no effect
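Tetracycline-induced HEK293 TREx D1 cells, force-coupled to calcium signalling, were dye-loaded with a no-wash calcium kit. Compound was pin-added after a 10 s baseline. Fluorescence was read kinetically at 1 cycle/s for 180 s, with calcium rises flagged as agonism.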
D1 PAM – enhances dopamine response at the human D1 receptor. P21728. HEK293 TREx D1 cells, calcium flux, dopamine EC20 potentiation. potentiation, % at 10 µM. actives 0.036% (n = 360,000); in the data active = potentiation above about 30%; note: 0% is about no effect
TRHR agonist – agonists of human TRH receptor. activation, % at 2 µM. TRHR cells, calcium flux fluo-8, FDSS agonist mode. P34981. actives 0.18% (n = 360,000). AID 493084; note: 0% is about no effect
Target sequence (P34981 whole entry, looked up): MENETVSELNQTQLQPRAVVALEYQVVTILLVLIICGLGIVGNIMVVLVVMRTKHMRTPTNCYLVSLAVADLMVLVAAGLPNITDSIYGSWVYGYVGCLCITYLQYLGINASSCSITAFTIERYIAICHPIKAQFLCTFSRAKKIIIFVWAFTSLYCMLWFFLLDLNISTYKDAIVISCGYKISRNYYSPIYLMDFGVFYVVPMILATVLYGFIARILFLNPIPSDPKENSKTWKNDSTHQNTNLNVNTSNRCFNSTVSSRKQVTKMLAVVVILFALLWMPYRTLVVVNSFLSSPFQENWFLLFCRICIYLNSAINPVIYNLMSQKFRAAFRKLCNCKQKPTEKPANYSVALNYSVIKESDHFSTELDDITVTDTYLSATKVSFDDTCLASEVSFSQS
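In this calcium-flux screen, cells bearing human TRHR are dye-loaded with fluo-8, baselined for 10 cycles, then exposed to library compounds; positive kinetic calcium responses during the agonist phase mark hits, with TRH as control.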
TRHR PAM – allosteric enhancers of human TRH receptor; TRHR cells, fluo-8 calcium fluorescence, EC20 TRH enhancement; enhancement, % at 2 µM; actives 0.66% (n = 360,000); AID 493056; in the data active = enhancement above about 30%; note: 0% is about no effect
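Enhancer read-out: after compound pinning and an initial kinetic agonist-mode read, an EC20 of TRH (10 nM final) was injected and fluo-8 calcium signal (Ex 480/Em 530) followed at 1 s/cycle for 100 cycles in TRHR-expressing cells.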
Numbers without * were called inactive; nt = no result given; & = joins results of further samples. Cut-off read from the data, not from the text of the source, unless noted: active = activation above about 30%; inactive = the rest.

SMILES	D2 agonist	RXFP1 antagonist	D1 antag	D2 potentiator	D2 antagonist	D1 agonist	D1 PAM	TRHR agonist	TRHR PAM
C/C(=N\Nc1cc(-c2ccccc2)nc(-c2ccccc2)n1)c1ccc(O)c(C)c1	-1.0	-13	0	-2	4	2	-13	0.5	1
O=S(=O)(Nc1cccc(S(=O)(=O)N2CCOCC2)c1)c1ccc2c(c1)OCCO2	1.8	-3	1	5	0	2	1	4.4	5
COC(=O)c1cc(=O)n(Cc2ccco2)c(=Nc2ccc(F)cc2)s1	-1.3	-19	-35*	5	5	0	-2	-2.0	3
CCCCNc1nc2ccccc2nc1NS(=O)(=O)c1ccc(F)cc1	-2.2	-1	-2	8	0	2	-3	-2.2	-1
CCCc1cc(=O)oc2c(C)c(OCC(=O)N3CCC(C(=O)O)CC3)ccc12	-0.6	nt	5	8	-20	0	2	-0.7	3
COCCN(C(=O)CNC(=O)c1ccco1)C(C(=O)NC1CCCC1)c1cccs1 (centres undefined)	-1.4	1	2	-1	5	0	2	-1.4	1
CCOc1ccc(NC(=O)C[n+]2ccc(N(C)C)cc2)cc1	-2.7	-6	1	7	-6	1	2	0.6	-3
Clc1ccccc1-c1ccc2ncnc(NCc3ccc4c(c3)OCO4)c2c1	0.5	nt	-8&9	-18	-13	3&11	3&-5	-0.3&1.5	0&14
CC(C)(C)C(=O)NC(=S)NCCc1ccccc1	0.0	4	-24	7	1	6	0	-0.4	-2
COc1ccccc1NC(=O)CSc1nc2c(oc3ccccc32)c(=O)n1Cc1ccco1	0.3	nt	-5	1	nt	6	-1	0.3	0
COCCNC(=O)CSc1nnc(-c2ccc(C)cc2)c(-c2ccc(C)cc2)n1	-0.9	-5	4	1	-8	1	5	-0.8	3
CCNC(=S)N(CCc1c(C)[nH]c2ccc(C)cc12)Cc1ccco1	-0.9	nt	-11	2	-4	-3	-6	-0.3	2
CCN(CC)S(=O)(=O)c1cccc(-c2nnc(SCCOc3ccccc3)o2)c1	1.0	3	-19	-18	6	17	-6	2.2	11
CCOC(=O)N1CCN(C(=O)c2cc3cc(Br)ccc3oc2=O)CC1	0.0	1	-1	3	5	0	4	-0.2	41*
Nc1oc2ccc(F)cc2c(=O)c1C=O	-0.5	-6	12	-2	-2	3	4	-0.8	-6
COc1ccc(/C=C(\C#N)C(=O)OCC(=O)NCc2ccccc2Cl)cc1	-0.3	-4	0	2	-9	0	-6	0.6	-1
CC(C)n1cc(/C(N)=N/O)c(=O)n(Cc2ccccc2)c1=O	nt	0	-8	6	nt	-1	0	-1.7	1
CS(=O)(=O)CCC(C(=O)N1CCOCC1)N1C(=O)c2cc(Cl)c(Cl)cc2C1=O (centres undefined)	nt	5	16	nt	nt	-3	-6	0.3	-3
COc1nc(-c2ccc(Cl)cc2)ccc1-c1noc(-c2cccs2)n1	0.2	-1	-8	-9	-10	1	-2	1.1	-7
O=C(N/N=C/c1ccc(Cl)cc1Cl)Nc1ccccc1	-0.2	7	-4	-7	21	14	2	1.5	2

Three structures from above, ordered by molar mass, ascending:
SMILES	D2 agonist	RXFP1 antagonist	D1 antag	D2 potentiator	D2 antagonist	D1 agonist	D1 PAM	TRHR agonist	TRHR PAM
CCOc1ccc(NC(=O)C[n+]2ccc(N(C)C)cc2)cc1	-2.7	-6	1	7	-6	1	2	0.6	-3
COc1nc(-c2ccc(Cl)cc2)ccc1-c1noc(-c2cccs2)n1	0.2	-1	-8	-9	-10	1	-2	1.1	-7
COCCNC(=O)CSc1nnc(-c2ccc(C)cc2)c(-c2ccc(C)cc2)n1	-0.9	-5	4	1	-8	1	5	-0.8	3

(continued)
SMILES	D2 agonist	RXFP1 antagonist	D1 antag	D2 potentiator	D2 antagonist	D1 agonist	D1 PAM	TRHR agonist	TRHR PAM
COCCNCC#CCOc1ccc(OC)cc1	-0.2	-2	-10	-3	8	2	0	0.1	3
CCOC(=O)N1CCN(Cc2nc3cc(NC(=O)C(C)C)ccc3n2C(C)C)CC1	-2.2	-15	-25	-3	nt	3	0	-2.3	5
CCCc1[nH]nc2c1C(c1ccc(Br)s1)C(C#N)=C(N)O2 (centres undefined)	1.4	2	-4	-11	-12	3	-6	3.7	-6
O=C(Nc1cccc(-n2cnnn2)c1)c1ccco1	-1.0	5	-57*	0	-2	3	-4	-0.1	-4
Cc1ccc(CN2CCN(Cc3cccn3-c3ccc(Cl)cn3)CC2CCO)o1 (centres undefined)	0.1	-11	-9	6	1	0	8	1.2	-2
Cc1cccc(N2CCN(c3nc4ccc(Cl)cc4n4cnnc34)CC2)c1C	1.8	nt	14	0	-9	-1	-6	0.3	2
O=C(O)Cc1sc(N/N=C\c2ccccc2)nc1-c1ccccc1	2.9	-25	-9	0	23	21	4	7.9	4
CCOc1ccc(CCNC(=O)CN2N=C(c3ccccc3)CCC2=O)cc1OCC	-0.2	0	10	-12	nt	-5	0	-1.0	0
CC1(C)C(CC2OCC(CN3CCCCC3)O2)[C@H]2CC[C@@H]1C2 (some centres undefined)	1.5	-4	-20	-20	1	0	-5	0.6	3
CCOc1ccc(/C(O)=C2/C(=O)C(=O)N(c3ccccn3)C2c2ccc(F)cc2)c(C)c1 (centres undefined)	-0.1	12	-4	-1	-1	2	-4	-0.1	8
CN1CCN(C(=O)/C(=C/c2ccc(N(C)C)cc2)NC(=O)c2ccccc2)CC1	0.5	-22	-21	-13	11	6	-3	1.3	0
Cc1ccc(NC(=O)CC2NCCNC2=O)cc1Cl (centres undefined)	nt	-3	5	nt	nt	2	19	0.2	-1
C/C(=N/Nc1ccccc1[N+](=O)[O-])c1ccc([N+](=O)[O-])cc1	-0.8	16	10	5	-2	1	7	-0.8	6
O=C(CSc1nc2c([nH]c3ccccc32)c(=O)n1-c1ccccc1F)NCC1CCCO1 (centres undefined)	-0.2	2	8	1	7	1	3	-0.6	8
CCOc1ccc(N(CC(=O)NC2CCCCC2)S(=O)(=O)c2ccc(C)cc2)cc1	-1.6	-2	-28	5	-12	-3	-2	-1.0	5
O=S(=O)(c1ccc2ccccc2c1)n1cccn1	0.1	6	7	10	4	4	3	-0.6	3
CCOc1ccc2nc(N3CCCC(C(=O)NCc4ccccc4Cl)C3)sc2c1 (centres undefined)	nt	-28	22	nt	nt	2	1	0.5	3
O=C1c2ccccc2C(=O)N1CCc1nc(-c2ccccn2)no1	nt	-5	-5	1	nt	3	7	0.1	10
CC1=CC(=Nc2c(C)n(C)n(-c3ccccc3)c2=O)C=C(C)C1=O	1.6	-11	-13	14	-16	1	11	-0.5	6
CNc1cc([N+](=O)[O-])ccc1N/C=C/C(=O)c1ccc2c(c1)OCO2	0.6	nt	6	9	-16	3	1	0.0	-2
O=C(OCc1nnc(-c2ccccc2)o1)c1cccnc1Cl	-3.9	0	-14	15	0	5	-1	0.2	-4
CCCC1C(C#N)=C(N)Oc2n[nH]c(C(C)(C)C)c21 (centres undefined)	0.0	-7	-13	5	-3	4	1	-0.2	-1
Cc1noc(C)c1S(=O)(=O)N1CCC(C(=O)N2CCN(C3CCCC3)CC2)CC1	0.8	nt	7	18	10	8	-6	-1.2	10
COc1ccc(O)c(C(=O)/C=C/c2cc3ccccc3o2)c1	-0.3	-4	-6	-5	20	1	1	-0.5	0
CC(=O)NCCNC(=O)CCNC(=O)c1ccc(Cl)cc1	-0.1	-9	4	0	-40	1	-5	-0.3	3
O=S(=O)(NCCCO)c1ccc2c(c1)Cc1cc(S(=O)(=O)NCCCO)ccc1-2	0.8	-7	21	3	-10	4	-3	0.2	3
CC(=O)C(C)Oc1ccc2c3c(c(=O)oc2c1)CCCCC3 (centres undefined)	15	5	-11	nt	6	15	-7	-2.8	-6
Cc1ccc(C)c(Cn2c(=O)n(CCCC(=O)NCc3ccco3)c(=O)c3sccc32)c1	0.8	-11	-8	-1	-8	1	-2	-1.1	0
CN(C)C(=O)c1ccc(-n2cnc3ccccc3c2=O)cc1	0.8	7	-1	-11	-16	1	0	0.8	2
Cc1ccc(-n2cc3c(=O)n(C)c(=O)n(C)c3c2)cc1C	0.0	-3	13	7	2	1	-1	-0.3	-4
Cc1ccc(NC(=S)N2CCN(S(=O)(=O)c3ccccc3)CC2)cc1C	-0.7	-6	-16	-1	-9	3	-4	0.1	-3
CCOc1ncnc2c1oc1nc(CC(C)C)c3c(c12)CC(C)(C)OC3	-0.4	10	46	8	10	0	2	1.0	5
NC1=NC(c2cn[nH]c2-c2cccc(F)c2)n2c(nc3ccccc32)N1 (centres undefined)	-0.2	3	29	-1	6	-2	1	0.3	-6
CC(O)CNC(=O)Cc1cc(=O)[nH]c(=O)[nH]1 (centres undefined)	-0.2	6	16	-7	-3	3	-10	0.4	-3
CC(NS(=O)(=O)c1ccc(CCC(=O)N2CCN(C)CC2)cc1)c1ccccc1 (centres undefined)	-0.9	10	3	5	13	2	5	-0.1	1
COc1ccc(-c2ccc(-c3noc(-c4cccc(OC)c4)n3)c(OC)n2)cc1	-1.5	-3	1	16	-9	5	-7	-0.3	9
COc1ccc(-c2nnc(SCCC(=O)O)n2-c2ccccc2)cc1OC	0.1	-1	-20	16	-17	0	-4	0.6	2
Cc1ccc(N2CC(C(=O)Nc3nnc(SCCN4CCOCC4)s3)CC2=O)cc1 (centres undefined)	0.5	-7	4	15	-8	6	-7	0.5	-2
COc1ccc(C(CNC(=O)CCNC(=O)c2ccccc2Cl)N2CCCC2)cc1 (centres undefined)	0.3	-9	16	17	-1	2	7	0.3	3
Cc1ccccc1NC(=O)Nc1ccccn1	0.4	-6	-1	-1	10	2	-16	-0.1	7

Quoted at random: 4 records from the list, in no set order.
SMILES	D2 agonist	RXFP1 antagonist	D1 antag	D2 potentiator	D2 antagonist	D1 agonist	D1 PAM	TRHR agonist	TRHR PAM
Cc1noc(C)c1S(=O)(=O)N1CCC(C(=O)N2CCN(C3CCCC3)CC2)CC1	0.8	nt	7	18	10	8	-6	-1.2	10
Cc1ccc(NC(=S)N2CCN(S(=O)(=O)c3ccccc3)CC2)cc1C	-0.7	-6	-16	-1	-9	3	-4	0.1	-3
CC(O)CNC(=O)Cc1cc(=O)[nH]c(=O)[nH]1 (centres undefined)	-0.2	6	16	-7	-3	3	-10	0.4	-3
O=C(OCc1nnc(-c2ccccc2)o1)c1cccnc1Cl	-3.9	0	-14	15	0	5	-1	0.2	-4

Further compounds follow:
SMILES	D2 agonist	RXFP1 antagonist	D1 antag	D2 potentiator	D2 antagonist	D1 agonist	D1 PAM	TRHR agonist	TRHR PAM
O=C1CN(C(=O)COc2ccc(Cl)cc2Cl)C(c2ccccc2)c2cc(F)ccc2N1 (centres undefined)	1.6	-26	5	4	nt	16	-1	2.2	6
CN(C)Cc1ccc(O)c(CCc2ccccc2)n1	-0.3	3	7	-3	14	-2	-4	0.3	8
CC(C)n1c(SCC(=O)Nc2ccc(N3CCOCC3)cc2)nnc1-c1ccco1	-0.2	6	4	4	-19	10	-5	-1.8	13
COCCNC(=O)c1ccc(C2SCC(=O)N2Cc2ccco2)cc1 (centres undefined)	-1.7	1	-8	10	-2	3	6	-2.8	-1
COc1ccccc1Nc1nc(N)nc(CSC(=S)N2CCCCC2C)n1 (centres undefined)	0.6	-6	6	-13	-10	2	13	0.1	5

Compounds were not picked by outcome, and some 7.1% of all compounds hit somewhere here.
